Eya2 inh = qHTS Assay for Inhibitors of the Phosphatase Activity of Eya2. Protein phosphatase EYA2 (Homo sapiens), O00167. recombinant Eya2, OMFP fluorescence dephosphorylation (OMFP is methylfluorescein phosphate). Potency, µM (top dose mostly 76.9 µM), inactives show top-dose activity, negative = inhibition, usual class: inhibitors. 330,000 tested, 0.006% active; further: potency means the concentration at half of the fitted maximal effect
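Eya2 (0.2 uM) preincubated 10 min at ambient with compound, then OMFP substrate added at 50 uM; 10 min reaction in 50 mM HEPES pH 7.5, 50 mM NaCl, 5 uM MgCl2, 0.05% BSA, 1 mM DTT. Fluorescence read at Ex 485/Em 525 nm.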
GALK inhibitor = qHTS Assay for Inhibitors of Human Galactokinase (GALK); P51570; Purified GALK, Kinase-Glo residual ATP luminescence; Potency, µM (highest dose often 57.5 µM), inactives show top-dose activity change, negative = inhibition, actives largely listed as inhibitors; 270,000 tested, 0.007% active; AID 1868, 2009; further: potency means the concentration at half of the fitted maximal effect
Target sequence (P51570 whole entry, looked up): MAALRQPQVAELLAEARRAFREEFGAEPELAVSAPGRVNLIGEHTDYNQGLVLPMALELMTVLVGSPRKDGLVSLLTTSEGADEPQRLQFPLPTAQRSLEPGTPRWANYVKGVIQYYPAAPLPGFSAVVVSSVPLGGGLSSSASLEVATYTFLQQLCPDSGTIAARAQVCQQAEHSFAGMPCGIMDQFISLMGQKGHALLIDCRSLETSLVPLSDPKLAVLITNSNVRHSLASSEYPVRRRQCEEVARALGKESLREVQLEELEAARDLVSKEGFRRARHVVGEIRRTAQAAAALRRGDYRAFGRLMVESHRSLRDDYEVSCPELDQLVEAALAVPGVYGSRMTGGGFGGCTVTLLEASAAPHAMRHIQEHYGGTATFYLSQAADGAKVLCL
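Galactose (100 uM) and ATP (35 uM) were turned over by 5 nM GALK for 1 h at RT. Kinase-Glo Plus then converted the remaining ATP into a luminescent signal.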
Giardia killer = Small Molecules that selectively kill Giardia lamblia: qHTS; AID 540267, 2011; Giardia lamblia trophozoite viability; activity change, % at 7.66 µM, hits read low; 340,000 tested, 0.15% active; in the data active means activity change below about -80%; inconclusive means between about -30% and that limit;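 further: parasites exposed to compound for two days anaerobically before the ATP read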
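Luminescent ATP signal served as the viability read-out, measured 15-30 min after adding ATP detection reagent to trophozoites that had been incubated with compounds for 48 hrs at 37 deg C anaerobically at 100 cells/well.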
uPA generation = qHTS for Inhibitors of Cell Surface uPA Generation | cell surface uPA generation assay, qHTS | Potency, µM (doses to about 38.3 µM), for inactives: at the highest dose activity change, negative = inhibition, actives largely listed as inhibitors | 330,000 tested, 0.31% active; active means well fitted inhibition curve with a large enough effect; inconclusive means small, poorly fitted or top-dose-only effect; inactive means no such curve, though single readings can be large or run the other way; tested in mouse RAW 264.7 cells; further: potency means the concentration at half of the fitted maximal effect; nearly all actives have a fitted effect of over 55% in size
hERG WT inh = qHTS for Inhibitors of KCHN2 3.1: Wildtype qHTS; Voltage-gated inwardly rectifying potassium channel KCNH2 (Homo sapiens), Q12809; U2OS, BacMam KCNH2, thallium flux FluxOr; hits give low values; activity change, % at 1.84 µM; 340,000 tested, 0.37% active; AID 720551, 2013;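 active means maximum activity change below -70%; inconclusive means maximum activity change between -70% and -50%; inactive means maximum activity change above -50%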
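U2OS cells transduced with wild-type KCNH2 virus are loaded with FluxOr dye for 45 min, and thallium flux is measured in kinetic reads before and after stimulation buffer. Rate constants are normalized to DMSO controls.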
B2AR arrestin = qHTS assay of beta-arrestin-biased ligands of beta2-adrenergic receptor; Beta-2 adrenergic receptor (Homo sapiens), P07550; beta-arrestin recruitment to beta2AR, cell-based reporter; Potency, µM (highest dose often 46.1 µM), inactives show top-dose activation, actives largely listed as activators; 330,000 tested, 0.02% active;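 further: potency means the concentration at half of the fitted maximal effect; 0% = DMSO controls and full agonism = EC100 isoproterenol or metaproterenol; nearly all actives have a fitted effect of over 65% in size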
PKM2 act = qHTS Assay for Activators of Human Muscle isoform 2 Pyruvate Kinase | Potency, µM (series often up to 57.5 µM), for inactives: top-dose activation, most hits filed as activators | AID 1631, 2009 | 260,000 tested, 0.34% active | Pyruvate kinase PKM (Homo sapiens), P14618 | purified PKM2, Kinase-Glo ATP luminescence, activation; response scale: 0% is enzyme alone, no compound; further: potency means the concentration at half of the fitted maximal effect; nearly all actives have a fitted effect of over 55% in size
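Kinase-Glo luminescence reports ATP generated from ADP (0.1 mM) and PEP (0.5 mM) by purified hPK-M2 after 1 h at room temperature, pH 7.2 imidazole buffer; intermediate enzyme activity allows detecting inhibitors and activators.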
KCNH2 3.1 inh = qHTS for Inhibitors of KCHN2 3.1: Mutant qHTS; activity change, % (tested at about 1.8 µM); U2OS KCNH2 3.1, thallium flux FluxOr; hits give low values; AID 720553, 2013; 340,000 tested, 0.95% active;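 active means maximum activity change below -70%; inconclusive means maximum activity change from -70% to -50%; inactive means maximum activity change above -50%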;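 further: thallium influx rate constant from kinetic fluorescence after stimulation buffer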
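Measured as rate of thallium-driven FluxOr signal in transduced U2OS cells carrying the 3.1 channel, read kinetically for 2 min upon stimulation; values are rate constants scaled to DMSO control wells.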
USP2a inh = qHTS Assay for Inhibitors of Ubiquitin-specific Protease USP2a Using CHOP2 as the Reporter | Ubiquitin carboxyl-terminal hydrolase 2 (Homo sapiens), O75604 | USP2 core, Ub-CHOP2 coupled fluorogenic reporter, 485/531 | Potency, µM (titrated, usually from 38.3 µM), without a hit: at the top dose activity change, negative = inhibition, hits mostly inhibitors | 330,000 tested, 0.01% active | AID 463254, 2010;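 further: potency means the concentration at half of the fitted maximal effect; plate controls were DMSO wells for no effect and full inhibition by NEM control for full effect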
Target sequence (O75604 whole entry, looked up): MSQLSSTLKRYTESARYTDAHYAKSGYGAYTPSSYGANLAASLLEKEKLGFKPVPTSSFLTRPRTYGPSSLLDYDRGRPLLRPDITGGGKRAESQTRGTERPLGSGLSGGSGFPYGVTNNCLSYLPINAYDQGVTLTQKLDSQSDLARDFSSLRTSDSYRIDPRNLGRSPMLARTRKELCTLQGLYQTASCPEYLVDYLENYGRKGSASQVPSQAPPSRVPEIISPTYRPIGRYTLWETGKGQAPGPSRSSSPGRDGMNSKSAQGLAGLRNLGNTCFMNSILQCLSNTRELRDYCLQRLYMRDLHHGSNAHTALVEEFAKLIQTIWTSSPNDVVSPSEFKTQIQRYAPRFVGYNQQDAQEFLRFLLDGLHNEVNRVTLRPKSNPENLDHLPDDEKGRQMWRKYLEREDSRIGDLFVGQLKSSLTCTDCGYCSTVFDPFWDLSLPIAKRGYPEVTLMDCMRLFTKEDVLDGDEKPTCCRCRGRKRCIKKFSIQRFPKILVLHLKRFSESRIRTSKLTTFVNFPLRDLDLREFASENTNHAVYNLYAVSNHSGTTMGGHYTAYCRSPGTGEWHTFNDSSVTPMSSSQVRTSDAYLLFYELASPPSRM
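Cell-free coupled assay: 10nM USP2 core preincubated 30min RT with compound in Tris-HCl pH 8.0/CaCl2/CHAPS buffer, then 25nM Ub-CHOP2 and 25nM reporter substrate; fluorescence (Ex 485/Em 531) read after 60min RT, normalized to NEM inhibition, concentration-response curves fitted.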
FBPA coupling cs = qHTS Assay for Inhibitors of Fructose-1,6-bisphosphate Aldolase from Giardia Lamblia: Coupling assay counterscreen; coupling enzyme system counterscreen, AmpLite Red fluorescence; activity change, negative = inhibition, % at 58.2 µM, hits read low; 290,000 tested, 0.67% active; in the data active means activity change below about -30%
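Final compound at 57.5 uM, incubated 10 min at RT with coupling enzyme reagent (glyceraldehyde-3-phosphate), then 20 min with substrate and AmpLite Red detection. Fluorescence read at 525/598 nm; tests interference with the coupling assay, not aldolase inhibition.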
BCR signal inh = qHTS Assay to Find Inhibitors of Chronic Active B-Cell Receptor Signaling | ABC-DLBCL IkBa-CBG/CBR reporter, luminescence ratio, 4 h | Potency, µM (titrated, usually from 46.1 µM), for the others: at the highest dose ratio change, negative = lower green/red ratio, hits mostly inhibitors | 340,000 tested, 0.05% active | AID 493014, 2011; active means well fitted inhibition curve with a large enough effect in the signal ratio, with a control signal flat, not every such curve was filed as active; inconclusive means small, poorly fitted or top-dose-only effect, or effect the other way, or a change in a side signal; the % refers to the signal ratio;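 further: potency means the concentration at half of the fitted maximal effect; plate controls were basal doxycycline-induced cells for no effect and cells given 10 µM MG132 for full effect; MG132 reads +100%, hits lower the ratio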
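TMD8 ABC-DLBCL cells carrying doxycycline-inducible green luciferase fused to IkappaBalpha plus unfused red luciferase were exposed to compounds (up to 46 uM) for 4 hrs at 37C. Activity came from the overlap-corrected green/red luminescence ratio.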
Numbers without * were called inactive; ? = inconclusive; nt = not tested or not shown; [ ] = another dose, or the depositor's remark. Unless noted, the call rests on the fitted dose curve; in most records, active means well fitted curve in the direction sought with a large enough effect; inconclusive means small, poorly fitted or top-dose-only effect, or another doubt; inactive means no such curve, though single readings can be large; an effect the other way counts as inactive or inconclusive. Unless noted, on the % scale 0 is the no-effect control and ±100 the full control effect.

Results follow in this order: Eya2 inh, GALK inhibitor, Giardia killer, uPA generation, hERG WT inh, B2AR arrestin, PKM2 act, KCNH2 3.1 inh, USP2a inh, FBPA coupling cs, BCR signal inh
Cc1cccc2cc(C3CC(c4ccco4)=NN3C(=O)CCC(=O)O)c(Cl)nc12 (stereo unspecified)
  4.3%, nt, -7.4, -5.4%, 9.0, -0.5%, 21.1%, 2.5, 2.3%, 8.9, -0.3%
Cc1noc(C)c1C(=O)OCC(=O)NCc1ccccc1
  30.7%, nt, -7.0, 3.1%, 0.1, -0.2%, nt, 12.7, 3.0%, nt, 0.4%
Brc1ccccc1-c1nnc(COc2cccc3cccnc23)o1
  0.7%, -2.0%, -1.7, -0.9%, -5.8, 0.0%, -0.7%, 4.4, 2.8%, -5.0, ?
COc1cc(CN(C)CCc2ccccn2)cc(OC)c1OC
  5.4%, 1.3%, -17.2, 0.4%, -3.0, -0.1%, 12.3%, 8.3, 0.3%, -4.5, -3.5%
O=[N+]([O-])c1ccc(N2CCNCC2)c(S(=O)(=O)N2CCOCC2)c1
  3.1%, -0.7%, 4.4, 1.5%, 14.6, -0.5%, -0.2%, -28.2, -0.1%, 4.1, 0.1%
Cc1cc(C)n(-c2cc(=O)n(C)c(=O)n2C)n1
  -0.4%, 2.6%, 13.3, -4.5%, -10.2, 0.2%, 18.3%, 15.9, -1.9%, 1.3, -0.4%
Cc1nc(C)c(C(=O)C2=C(O)C(=O)N(CCN3CCOCC3)C2c2cccnc2)s1 (stereo unspecified)
  -26.3%, 0.0%, 10.4, 5.5%, -2.6, 0.1%, -17.3%, -7.2, -4.6%, -0.7, -0.7%
C[C@H](CO)N1C[C@H](C)[C@@H](CN(C)Cc2ccc(Cl)c(Cl)c2)Oc2c(NS(=O)(=O)c3cn(C)cn3)cccc2C1=O
  0.7%, nt, -4.1, 17.6%, 21.6, -2.2%, nt, -5.9, -3.3%, nt, -0.4%
Cc1cccc(N2N=C(C(=O)N3Cc4ccccc4CC3C(N)=O)CCC2=O)c1 (stereo unspecified)
  6.0%, nt, 2.4, 10.0%, 3.0, -0.7%, nt, 7.7, -2.8%, nt, -5.0%
COc1cc(CNn2c(C)n[nH]c2=S)cc(Br)c1OCc1ccc(F)cc1
  -5.3%, nt, 7.1, -4.5%, 14.2, -1.5%, 2.3%, -6.2, 3.2%, -14.8, -15.2%
CN(C)CCCNc1c2c(nc3cc(-c4cccc(F)c4)nn13)CCC2
  4.8%, 5.7%, ?, -2.4%, 2.3, 0.3%, -3.2%, 1.2, 2.8%, 2.4, -1.5%
COc1ccc(NC(=O)COC(=O)C(NC(=O)c2ccc(C)cc2)C(C)C)cn1 (stereo unspecified)
  -0.6%, nt, 11.5, -6.9%, 5.4, 0.1%, nt, 12.2, -0.2%, nt, -5.6%
CC[C@@H](C)[C@@H](C(=O)N1CCNCC1)n1cc(CCC(=O)O)nn1
  17.3%, 7.6%, 0.2, 14.3%, 5.5, -0.8%, 3.0%, -7.3, 1.6%, -0.4, -0.4%
CN(C)CCCN(C(=O)COc1ccccc1)c1nc2cc3c(cc2s1)OCO3
  -5.1%, -6.4%, 0.9, -1.4%, 27.6, 0.3%, 8.4%, nt, -0.6%, 0.1, ?
CC(=O)Nc1ccc(NS(=O)(=O)c2c(Cl)cccc2Cl)cc1
  7.6%, -2.7%, 36.1[activator], 4.2%, -4.1, 0.7%, 16.6%, 3.3, 8.7%, -4.7, ?
COc1ccc(C(=O)NCC(=O)OCc2ccc(F)cc2Cl)cc1OC
  -21.6%, 1.8%, 31.1[activator], 5.6%, 4.4, 0.1%, 2.7%, 3.0, -1.4%, 5.0, 0.9%
CCCNC(=O)Cn1cnc2sc(C(=O)NCCCN3CCOCC3)c(C)c2c1=O
  7.1%, 4.2%, -17.8, 0.4%, 5.3, 0.2%, nt, 13.8, 5.2%, nt, ?
COc1ccc2c(c1)Cc1sc(NC(C)=O)nc1-2
  -23.9%, -0.9%, 50.2[activator], nt, 5.7, -0.5%, 29.8%, 0.7, 1.0%, -31.2*, ?
O=C(Nc1ccc(S(=O)(=O)Nc2cnc3ccccc3n2)cc1)c1ccccc1Br
  -10.7%, -3.3%, 7.1, -5.9%, -0.4, -0.4%, 1.5%, 11.6, -1.8%, 9.3, ?
Cc1cc(C)c(NC(=O)COC(=O)CCn2c(C)csc2=O)c(C)c1
  -20.6%, nt, 13.5, 7.3%, -8.1, 0.3%, nt, 25.5, -1.6%, nt, -0.3%
Cc1ccc(N(CCC#N)C(=O)COC(=O)c2ccccn2)cc1
  4.5%, 2.9%, -5.2, 3.5%, -6.9, -0.1%, 0.5%, -1.9, 2.3%, 5.6, 3.1%
O=C(N1CCCCC1)N1CCN(c2ccc(Cl)cc2)CC1
  -7.8%, 1.2%, 6.3, -0.8%, -1.0, -0.7%, -3.2%, 3.3, -0.5%, 4.7, ?
COCCN(C(=O)CCC(=O)Nc1cc(C)on1)C(C(=O)NC1CCCC1)c1ccccc1F (stereo unspecified)
  -0.1%, 1.9%, 31.8[activator], 10.8%, -0.3, 0.2%, nt, -8.1, 2.6%, 1.1, 0.7%
CC(C)(CNC(=O)Cc1ccc(NS(=O)(=O)c2cccc(C(F)(F)F)c2)cc1)N1CCOCC1
  0.7%, nt, -3.3, 1.6%, 7.4, 0.2%, nt, 9.2, 1.5%, nt, 7.5%
S=C(NCCc1ccccn1)NC1CCCCC1
  3.1%, -0.8%, 5.1, -1.3%, 4.9, 0.2%, 1.9%, 17.8, -0.7%, 3.5, -8.6%
CC(C)C(C)NC(=O)COc1ccc([N+](=O)[O-])cc1Cl (stereo unspecified)
  -0.2%, nt, -8.8, 3.0%, 3.6, -0.6%, -12.7%, 17.8, 2.5%, -0.3, 0.1%
COc1ccccc1NC(=O)CSc1nnc(C2CCCCC2)n1-c1ccccc1
  -15.1%, 1.6%, 9.3, 2.3%, -18.3, -0.5%, 5.0%, 0.4, 1.5%, 3.3, ?
O=C1/C(=C/c2ccc(N3CCCC3)cc2)NC(=S)N1C1CC1
  ?, -4.6%, 10.3, -16.2%, -34.4, -0.9%, 4.4%, -12.2, 17.1%, -0.6, 6.8%
O=C(NCc1ccccc1)C1=C[C@@H](c2ccc(C(F)(F)F)cc2)C[C@@H](OCc2ccc(CO)cc2)O1
  -16.1%, -3.3%, 27.1, ?, -6.2, 0.4%, 0.4%, -37.7, -0.1%, -4.6, -0.5%
CCC(C)(C)n1nnnc1C(c1ccc2ncccc2c1)N1CCN2CCCC2C1 (stereo unspecified)
  -10.0%, 2.2%, 23.4, -6.5%, 4.5, 0.2%, 2.9%, 3.1, 3.9%, 3.0, 2.3%
CC(=O)O[C@H](CC(=O)O)C[N+](C)(C)C
  -6.2%, nt, 11.7, -11.5%, -13.3, -0.3%, nt, 25.8, 0.4%, -8.4, 0.4%
Cc1cc(OCc2cc(C(=O)N(C)Cc3ccccn3)no2)cc(C)c1Cl
  9.2%, 5.3%, -18.2, 2.5%, -0.6, 0.4%, 0.7%, nt, 0.5%, nt, -6.3%
Cc1sc2ncn(CC(=O)NCCCC(=O)N3CCCCC3)c(=O)c2c1C
  -12.4%, -0.3%, -15.9, 0.0%, 1.5, 0.5%, -2.9%, 0.5, -0.5%, 0.5, -4.6%
CCOc1ccc(NS(=O)(=O)c2ccc(-c3coc(C)n3)cc2)cc1
  6.1%, 5.9%, -3.1, 7.7%, -17.9, -0.1%, -0.8%, 4.5, 0.3%, 2.6, -3.6%
Cc1ccccc1C(=O)Nc1ccc(S(=O)(=O)Nc2onc(C)c2C)cc1
  2.6%, 3.9%, -6.6, -2.0%, -4.5, -0.1%, 0.3%, 4.7, 2.6%, 7.8, 9.1%
CN1CCN(C(=O)c2ccccc2Nc2ccc(SC(F)F)cc2)CC1
  1.9%, 11.0%, 5.3, -2.9%, 17.6, 0.3%, 19.4%, -2.2, 2.1%, -1.1, -3.0%
N#CC1=C(N)SC(C(=O)c2ccccc2)C1c1cccs1 (stereo unspecified)
  1.5%, 2.1%, 13.3, -0.2%, -3.1, ?, -14.9%, -2.3, 2.2%, -1.5, 4.0%
CC(C)(C)c1ccc(C(=O)NNC(=O)c2cccc(-n3cnnn3)c2)cc1
  -3.5%, -2.8%, 24.1, 2.1%, 0.9, -1.1%, -1.7%, 0.9, 3.0%, 3.2, 0.1%

Bioassay records as filed in PubChem.
